human PMI inhibition – inhibitors of human PMI, primary screen, biochemical, fluorescence intensity, coupled assay (AID 1209) | Mannose-6-phosphate isomerase (Homo sapiens) | purified PMI enzyme, coupled fluorescence intensity; higher % means a stronger effect | one-dose inhibition, % at 20 µM; IC50 in µM for titrated hits | 190,000 compounds, 0.42% hits;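 note: plate controls were DMSO vehicle for no effect and wells lacking substrate for full effect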
M17LAP inhibition – P. falciparum M17LAP inhibitors, primary screen, biochemical, fluorogenic H-Leu-NHMec substrate, 1536-well (AID 1619); recombinant M17LAP, H-Leu-NHMec fluorogenic kinetic assay; higher % means a stronger effect; one-dose inhibition, % at 30 µM; IC50 in µM for titrated hits; 220,000 compounds, 0.38% hits;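 active = compound inhibiting the enzyme by more than half at any dose during confirmatory dose-response retesting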;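 note: plate controls were full reaction with DMSO carrier for no effect and no enzyme background for full effect; strong numbers were not always called active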
human PMI inhibitors – human PMI inhibitors, high substrate, primary screen, biochemical, fluorescence intensity, high mannose 6-phosphate (AID 1220); 190,000 compounds, 0.66% hits; recombinant PMI enzyme, coupled fluorescence intensity; higher % means a stronger effect; one-dose inhibition, % at 20 µM; IC50 in µM for titrated hits; Mannose-6-phosphate isomerase (Homo sapiens)
XIAP antagonists – XIAP antagonists, biochemical, IAP family, fluorescence polarization (AID 1018); XIAP BIR domain, fluorescence polarization peptide displacement; higher % means a stronger effect; displacement, % at 20 µM, or IC50 in µM where a hit was titrated; 200,000 compounds, 0.007% hits; in the data active = displacement above about 50%; note: a part of the inactive calls stands beside numbers as strong as those of hits
TNAP activators – human TNAP enzyme activators, primary screen, biochemical, luminescent, no phosphate acceptor, uHTS (AID 1001). purified TNAP, luminescent activation assay, no phosphate acceptor; higher activation fold means a stronger effect. one-dose activation fold at 20 µM; EC50 in µM for titrated hits. 200,000 compounds, 0.03% hits; in the data active = activation fold from about 3, or a potency from the dose series; inactive = the rest, 99 in 100 with activation fold below about 1.6; note: many of its hits are not listed in these tables
WT yeast gro inh – growth inhibition of WT strain, primary screen, mitochondrial fusion inhibitor project, WT and mutant strains, chemical genetic; mitochondrial fusion phenotypic screen; inhibition, % at 10 µM; 190,000 compounds, 2.1% hits; AID 1362, 2008; in the data active = inhibition above about 58%; tested in S. cerevisiae
Yfh1-off respiration – enhancers of respiration in Yfh1-depleted yeast, dose response, Friedreich's ataxia, plus single-dose screen (AID 1465); S. cerevisiae Yfh1-off respiration, WST-1 reduction, 72 h; higher fold induction means a stronger effect; one-dose fold induction at 50 µM; EC50 in µM for titrated hits; 220,000 compounds, 0.074% hits;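 active = fold induction of absorbance versus untreated yeast above a set limit, then at least 30% activation at any dose in follow-up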;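 note: activators that raise dye reduction in frataxin-depleted yeast; strong numbers were not always called active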
LYP phosphatase – inhibitors of LYP phosphatase, biochemical, fluorescence intensity, uHTS (AID 1779); recombinant LYP phosphatase, fluorescence intensity; higher % means a stronger effect; inhibition, % at 11.5 µM; hits with a dose series show IC50 in µM; 290,000 compounds, 0.054% hits;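 note: plate controls were vehicle with enzyme for no effect and no enzyme for full effect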
M1AAP inhibition – P. falciparum M1AAP inhibitors, biochemical, fluorogenic H-Leu-NHMec substrate, 1536-well (AID 1445). Aminopeptidase N (Plasmodium falciparum (isolate 3D7)). recombinant M1AAP, H-Leu-NHMec fluorogenic kinetic assay; higher % means a stronger effect. inhibition, % at 30 µM; hits with a dose series show IC50 in µM. 220,000 compounds, 0.42% hits;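 active = primary inhibition above the hit cutoff, then over 50% inhibition at one or more dose response concentrations, cut at about 23% in these data, passing the limit was not always enough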;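 note: plate controls were DMSO full reaction for no effect and no enzyme background for full effect; strong numbers were not always called active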
WT yeast gro inh mutant strain – second read-out of WT yeast gro inh, no call of its own (marks repeat the call); inhibition, %; mitochondrial fusion phenotypic screen, mutant strain inhibition
The depositor's hits bear a star; i = inactive; . = not tested or not shown. Cut-off read from the data, not from the text of the source, unless noted: active = inhibition above about 50%; inactive = the rest.

SMILES	human PMI inhibition	M17LAP inhibition	human PMI inhibitors	XIAP antagonists	TNAP activators	WT yeast gro inh	WT yeast gro inh mutant strain	Yfh1-off respiration	LYP phosphatase	M1AAP inhibition
COC(=O)c1sccc1NC(=O)Cc1ccc(OC)c(OC)c1	4%	-8%	2%	-7.0%	1	-8	-13	i	-10%	4%
Nc1c(N(CCO)C(=O)C2CCCCC2)c(=O)[nH]c(=O)n1Cc1ccccc1	.	-6%	.	.	.	.	.	i	-8%	3%
CC(=O)C1=C(O)C(=O)N(c2cccc(C(=O)O)c2)C1c1ccc(F)cc1 (stereo not given)	-13%	20%	-13%	2.1%	1	-15	32	i	-10%	8%
Cc1nn(CC(=O)NCc2ccccn2)c(C)c1[N+](=O)[O-]	11%	-4%	10%	-6.8%	1	-4	4	i	-12%	7%
COC(=O)c1c(NC(=O)CC2SC(N)=NC2=O)sc2c1CCC(C(C)(C)C)C2 (stereo not given)	28%	1%	11%	-21%	1.6	-10	14	i	4%	11%
C/C(=N\Nc1ccc(F)cc1)c1ccncc1	-62%	18%	-151%	-2.3%	1.1	23	4	i	0%	8%
O=C(Cn1cnc2c(nnn2Cc2ccccc2F)c1=O)N1CCN(c2ccccc2)CC1	8%	4%	13%	-4.7%	1.1	-11	-1	i	-3%	1%
Cc1cccc(S(=O)(=O)NNC(=O)Cc2cccn2C)c1	-17%	24%	-2%	-5.3%	1.1	3	5	i	-4%	-2%
COc1cc2c(C)nc3onc(-c4ccccc4)c3c2cc1OC	6%	-9%	14%	-1.4%	1.1	2	9	i	0%	2%
CC1=C(C(=O)OCCOC(C)C)C(c2cccnc2)C2=C(CCCC2=O)N1 (stereo not given)	4%	-69%	8%	-3.1%	1.2	7	13	i	-9%	19%
COc1cc(OC)nc(Oc2ccccc2C(=O)Oc2ccc(F)cc2Cl)n1	-3%	-22%	2%	-3.8%	1	69*	29*	i	0%	-5%
Cc1cc2cc3c(cc2nc1SCC(=O)Nc1nc(C)c(C)s1)OCO3	18%	20%	14%	-4.2%	1.1	-13	-1	i	-6%	5%
CC(C)c1ccc(O)c(N)c1	21%	2%	16%	-7.0%	0.9	-2	-3	i	-6%	1%
COCCNc1nc2c(c(=O)n(C)c(=O)n2C)n1Cc1cccc(C(F)(F)F)c1	7%	9%	0%	-3.2%	1	-19	-4	i	-3%	2%
COc1cccc(N2CCN(C(=O)CCCCCNc3nc(=S)[nH]c4ccccc34)CC2)c1	-2%	3%	4%	-8.4%	1.1	15	14	i	0%	2%
O=C(Cc1cccs1)NCc1ccc(F)cc1	5%	-4%	-9%	-9.9%	1	2	-6	i	-10%	4%
CC(C)C(NC(=O)c1ccc(F)cc1)C(=O)NCC1CCCO1 (stereo not given)	.	4%	.	.	.	.	.	i	-1%	0%
CCCCOC(=O)c1ccc(NC(=O)C(=O)NCc2cccnc2)cc1	.	-3%	.	-6.4%	1.1	0	5	i	4%	0%
O=C(c1ccccc1NS(=O)(=O)c1ccc(Cl)cc1)N1CCc2ccccc21	22%	4%	15%	-5.5%	1.1	30	5	i	2%	17%
COc1cccc(/C=N/NC(=O)CNC(=O)c2ccco2)c1O	.	-14%	.	.	.	.	.	i	-4%	-7%
O=C(O)c1cccnc1SCC(=O)C12CC3CC(CC(C3)C1)C2	.	5%	.	.	.	.	.	i	-2%	-2%
CC(C)(C)CC(C)(C)N=C1NS(=O)(=O)c2cc([N+](=O)[O-])ccc21	10%	3%	13%	-1.2%	1.1	0	3	i	-4%	16%
O=C(CCn1nc(-c2ccccc2)c2ccccc2c1=O)NN1CCOCC1	-1%	-1%	-1%	-2.6%	1.2	-2	-3	i	-6%	0%
COc1ccc(NC(=O)Nc2nnc(C(C)(C)C)s2)cc1	.	4%	.	.	.	.	.	i	-7%	-1%
Cc1cccc(N=Nc2c(C)c(C#N)c(O)[nH]c2=O)c1	9%	-2%	11%	3.1%	1	0	2	i	-7%	3%
CSC1=N/C(=C\C=C\c2cccs2)C(=O)S1	7%	10%	1%	0.2%	0.9	70*	37*	i	7%	9%
COC(=O)N/N=C/c1ccc([N+](=O)[O-])s1	-23%	-1%	-32%	-7.6%	0.9	3	-12	i	-5%	11%
O=C(COc1ccc(Cl)cc1Cl)NN=C1c2ccccc2-c2ccccc21	-2%	0%	-2%	-2.9%	1.1	-41	-28	i	-3%	3%
O=C(Cn1nc(-c2ccccc2)c2ccccc2c1=O)NCCN1CCOCC1	6%	-4%	6%	-0.7%	1.1	-13	-12	i	1%	6%
CCOc1ccccc1C1CC(=O)NC(SCC(=O)Nc2nccs2)=C1C#N (stereo not given)	-8%	-18%	-12%	-4.6%	0.9	-9	0	i	-6%	5%
O=C(CN1CCN(c2ccccc2)CC1)N1N=CCC1c1ccccc1 (stereo not given)	16%	11%	8%	-2.2%	1.1	20	8	i	-2%	3%
O=C(NCCC1=CCCCC1)C1CCN(S(=O)(=O)N2CCCC2)CC1	10%	16%	12%	-5.1%	1.1	-2	16	i	-7%	8%
CC(OC(=O)c1cccc(S(=O)(=O)Nc2cccc(C(F)(F)F)c2)c1)C(=O)Nc1ccc2c(c1)OCCO2 (stereo not given)	27%	5%	17%	-6.6%	1.1	-8	9	i	-4%	6%
Cc1cc(C)c(C)c(S(=O)(=O)NCC(=O)N2CCCC2)c1C	3%	-9%	6%	0.8%	1.1	18	2	i	-10%	1%
COc1ccc(S(=O)(=O)N2CCOCC2)cc1NC(=O)CSc1cccc[n+]1[O-]	.	16%	.	.	.	.	.	i	1%	2%
COc1ccccc1C1C(C(=O)c2cc3ccccc3o2)=C(O)C(=O)N1CCN(C)C (stereo not given)	-16%	14%	-53%	-7.1%	1	8	-6	i	1%	2%
O=C(CS(=O)(=O)Cc1ccccc1)Nc1ccccc1Cl	-10%	19%	-12%	-2.3%	1.1	-8	-15	i	-5%	11%
Cc1onc(C(=O)/C=C/N(C)C)c1C(=O)Nc1nccs1	11%	-4%	9%	-4.2%	1.1	0	14	i	-6%	15%
O=C(CSc1nnc2ccc(-c3ccncc3)nn12)c1cccs1	-25%	5%	-19%	-3.2%	1.1	-16	8	i	-1%	2%
CCCc1nn(-c2ccccc2)c2c1C(c1cccs1)C(C#N)=C(N)O2 (stereo not given)	2%	10%	6%	-1.9%	1.1	19	4	i	4%	19%
NC(=O)CC(NC(=O)Cc1ccc(Br)cc1)c1ccc(N2CCC(Cc3ccccc3)CC2)c([N+](=O)[O-])c1 (stereo not given)	.	3%	.	.	.	.	.	i	-8%	8%
COc1ccc(C(=O)Nc2ccc3c(c2)nc(CN2CCCC2)n3C)cc1	10%	-9%	6%	0.8%	1.2	-8	-9	i	-3%	1%
CN(C)N=C1c2cc(S(=O)(=O)N3CCOCC3)ccc2-c2ccc(S(=O)(=O)N3CCOCC3)cc21	25%	-6%	7%	-5.7%	0.9	-6	-4	i	5%	3%
CCOC(=O)c1cnc(=O)[nH]c1C	-5%	.	-3%	-0.1%	1.2	.	.	i	-3%	.
O=C(CN1C(=O)c2ccccc2C1=O)Nc1sc2c(c1C(=O)NCC1CCCO1)CCC2 (stereo not given)	4%	0%	10%	-5.6%	1.1	3	11	i	-5%	8%
COc1ccc(OC)c(C2CC(=O)OC3=C2C(=O)CC(C)(C)C3)c1 (stereo not given)	-18%	1%	-7%	-1.0%	0.9	-11	6	i	-4%	6%
C=CCNC(=O)c1ccccc1NS(=O)(=O)c1ccc(SC)cc1	2%	14%	2%	-7.5%	1.2	-5	12	i	-5%	0%
CCc1ccc(NC(=O)CSc2nc(NS(=O)(=O)c3ccccc3)cc(=O)[nH]2)cc1	.	39%	.	-2.3%	1	-22	-5	i	1%	10%
Cc1ccc(C)c(Nc2nc3c(S(=O)(=O)c4ccccc4)nnn3c3ccccc23)c1	9%	-2%	11%	-9.6%	1	7	9	i	-8%	2%
Cc1ccc2[nH]c(=O)c(CN(CC3CCCO3)S(=O)(=O)c3cccc4nsnc34)cc2c1 (stereo not given)	8%	-3%	7%	1.3%	1	-17	-9	i	0%	1%
NC(=O)C(=CNc1nc(-c2ccc(Cl)c(Cl)c2)cs1)C(N)=O	.	52%	.	.	.	.	.	i	-13%	-5%
COc1nccnc1NS(=O)(=O)c1ccc(NC(=S)NC(=O)c2ccc(F)c(F)c2)cc1	12%	36%	6%	-4.6%	1	1	3	i	-4%	8%

Part of the list above in order of molecular weight, low to high:
SMILES	human PMI inhibition	M17LAP inhibition	human PMI inhibitors	XIAP antagonists	TNAP activators	WT yeast gro inh	WT yeast gro inh mutant strain	Yfh1-off respiration	LYP phosphatase	M1AAP inhibition
CCOC(=O)c1cnc(=O)[nH]c1C	-5%	.	-3%	-0.1%	1.2	.	.	i	-3%	.
NC(=O)C(=CNc1nc(-c2ccc(Cl)c(Cl)c2)cs1)C(N)=O	.	52%	.	.	.	.	.	i	-13%	-5%
C=CCNC(=O)c1ccccc1NS(=O)(=O)c1ccc(SC)cc1	2%	14%	2%	-7.5%	1.2	-5	12	i	-5%	0%
COc1ccc(C(=O)Nc2ccc3c(c2)nc(CN2CCCC2)n3C)cc1	10%	-9%	6%	0.8%	1.2	-8	-9	i	-3%	1%
Cc1ccc(C)c(Nc2nc3c(S(=O)(=O)c4ccccc4)nnn3c3ccccc23)c1	9%	-2%	11%	-9.6%	1	7	9	i	-8%	2%
O=C(CN1C(=O)c2ccccc2C1=O)Nc1sc2c(c1C(=O)NCC1CCCO1)CCC2 (stereo not given)	4%	0%	10%	-5.6%	1.1	3	11	i	-5%	8%
Cc1ccc2[nH]c(=O)c(CN(CC3CCCO3)S(=O)(=O)c3cccc4nsnc34)cc2c1 (stereo not given)	8%	-3%	7%	1.3%	1	-17	-9	i	0%	1%
COc1nccnc1NS(=O)(=O)c1ccc(NC(=S)NC(=O)c2ccc(F)c(F)c2)cc1	12%	36%	6%	-4.6%	1	1	3	i	-4%	8%
CN(C)N=C1c2cc(S(=O)(=O)N3CCOCC3)ccc2-c2ccc(S(=O)(=O)N3CCOCC3)cc21	25%	-6%	7%	-5.7%	0.9	-6	-4	i	5%	3%
NC(=O)CC(NC(=O)Cc1ccc(Br)cc1)c1ccc(N2CCC(Cc3ccccc3)CC2)c([N+](=O)[O-])c1 (stereo not given)	.	3%	.	.	.	.	.	i	-8%	8%

Source: PubChem BioAssay

This is a random part of the collection; 3.7% or so of the library scored in one or more.
